ssDAF12 agonist: activates DAF-12 receptor from parasite S. stercoralis. activation, % at 6.8 µM. 370,000 compounds, 1% hits. HEK293 ssDAF-12/GRIP1 lit1-tk-luc reporter, luminescence; % of 3 µM dafachronic acid response. AID 652126;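 active means activation above the mean over all tested compounds plus 3 SD, cut at about 0.9% in these data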;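 further: 0% = DMSO-only wells and 100% = 3 µM delta7-dafachronic acid wells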
DAX1 inh-1: DAX1 (NR0B1) inhibition, primary screen; HEK293T StAR-luciferase reporter, SF-1/DAX-1 repression relief; 370,000 compounds, 1.1% hits; inhibition, % at 6.8 µM; AID 652010;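 active means inhibition above the mean over all tested compounds plus 3 SD, cut at about 3.6% in these data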;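 further: 0% = DAX-1 cells with DMSO and 100% = cells lacking DAX-1 with DMSO; higher inhibition means more luminescence from relief of DAX-1 repression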
PLCg1 inh: blocks human PLC-gamma1 enzyme activity; P19174; purified PLC-gamma1, fluorogenic substrate, fluorescence; inhibition, % at 12.2 µM; 370,000 compounds, 0.84% hits; AID 720700; in the data active means inhibition above about 9.5%
sPLA2-III inh: Inhibits HGIII-sPLA2 liposome hydrolysis, primary screen; Q9NZ20; QFRET BODIPY PC-A2 liposome hydrolysis, fluorescence; inhibition, % at 12.2 µM; 370,000 compounds, 0.56% hits;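 active means inhibition above mean plus 3 SD of compounds lying within the high and low control bounds, cut at about 19% in these data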;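 further: 0% = median of test compound wells and 100% = no enzyme DMSO wells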
GAA850 FXN act: increases GAA850 frataxin promoter reporter activity; HEK293 lucGAA850 FXN promoter luciferase reporter, 24 h; percent of 10 µM SAHA response; activation, % at 6 µM; 360,000 compounds, 0.56% hits;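 active means activation above the average of all compounds screened plus 3 SD, cutoff fixed separately per campaign, cut at about 7.5% in these data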;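 further: 0% = DMSO wells and 100% = 10 µM SAHA wells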
ADAM17 inh: ADAM17 inhibition, QFRET primary screen | 370,000 compounds, 0.83% hits | inhibition, % at 6.95 µM | P78536 | recombinant ADAM17, EDANS/DABCYL FRET peptide cleavage;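 active means inhibition above the mean of compounds lying between control limits plus 3 SD, set per campaign, cut at about 8.5% in these data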;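 further: 0% = DMSO-only wells as the low control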
Target sequence (P78536 215-824 limits assumed): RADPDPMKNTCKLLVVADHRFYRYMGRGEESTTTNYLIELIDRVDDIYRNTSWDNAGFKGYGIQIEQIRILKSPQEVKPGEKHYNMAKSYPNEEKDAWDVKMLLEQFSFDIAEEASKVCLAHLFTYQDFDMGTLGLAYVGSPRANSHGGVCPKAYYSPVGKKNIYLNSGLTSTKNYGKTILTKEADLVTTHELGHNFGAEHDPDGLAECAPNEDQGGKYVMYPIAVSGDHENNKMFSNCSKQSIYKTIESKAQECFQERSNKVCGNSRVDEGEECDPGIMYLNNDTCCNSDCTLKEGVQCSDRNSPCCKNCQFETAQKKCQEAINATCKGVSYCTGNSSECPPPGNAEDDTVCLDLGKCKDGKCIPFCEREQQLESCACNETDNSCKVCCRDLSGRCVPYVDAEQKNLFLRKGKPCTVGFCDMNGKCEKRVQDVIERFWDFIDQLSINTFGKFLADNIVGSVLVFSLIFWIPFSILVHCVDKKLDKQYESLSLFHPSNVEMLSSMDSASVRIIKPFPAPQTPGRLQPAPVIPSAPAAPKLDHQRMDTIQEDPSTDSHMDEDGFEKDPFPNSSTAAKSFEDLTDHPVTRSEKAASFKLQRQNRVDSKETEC
ADAM10 inh: ADAM10 inhibition, QFRET primary screen; O14672; recombinant ADAM10, EDANS/DABCYL FRET peptide cleavage, 3 h; inhibition, % at 7 µM; 370,000 compounds, 0.62% hits;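 active means inhibition above a per-campaign cutoff equal to the mean of compounds falling between control-based bounds plus 3 SD, cut at about 20% in these data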;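 further: 0% = DMSO wells while the 100% control is not disclosed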
DAX1 inh-2: NR0B1 (DAX1) inhibition. HEK293 Gal4-DAX1 luciferase reporter, luminescence. AID 504766. inhibition, % at 6.75 µM. 340,000 compounds, 0.99% hits. P51843;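 active means inhibition above the mean over all tested compounds plus 3 SD, cut at about 4.2% in these data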;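 further: 0% = DAX1-transfected cells with DMSO and 100% = empty-vector control cells with DMSO; inhibition shows as a rise in luminescence from relieved DAX1 repression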
Target sequence (P51843 207-470 limits assumed): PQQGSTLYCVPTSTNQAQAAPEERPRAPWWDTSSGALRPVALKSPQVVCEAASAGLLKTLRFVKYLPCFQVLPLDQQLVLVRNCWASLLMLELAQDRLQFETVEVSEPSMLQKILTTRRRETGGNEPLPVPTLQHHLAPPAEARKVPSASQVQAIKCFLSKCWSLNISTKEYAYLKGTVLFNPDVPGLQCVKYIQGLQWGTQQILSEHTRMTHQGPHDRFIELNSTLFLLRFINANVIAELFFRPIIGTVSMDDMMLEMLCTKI
hcDAF12 agonist: H. contortus DAF-12 activation, primary screen. HEK293 hcDAF-12 lit1-tk-luc reporter, luminescence; 0% DMSO, 100% Δ7-dafachronic acid. activation, % at 6.8 µM. 370,000 compounds, 1.4% hits. AID 652067;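 active means activation above the mean of all tested compounds plus 3 SD, cut at about 5.5% in these data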;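 further: 100% = response to 3 µM Δ7-dafachronic acid high control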
PLCb3 inh: inhibitors of human phospholipase C beta3. 370,000 compounds, 0.18% hits. Q01970. inhibition, % at 12.2 µM. Purified PLC-beta3, fluorogenic substrate, fluorescence; in the data active means inhibition above about 11%;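 further: 0% = median of compound wells on plate and 100% = full blocker control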
hgDAF-12 ag: hgDAF-12 agonism, primary luciferase screen | HEK293 GAL4-hgDAF12 UAS-luciferase reporter, agonist luminescence; normalized to butyrate control | activation, % at 6.8 µM | 370,000 compounds, 1.8% hits | AID 687014;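 active means activation above a cutoff set at the mean of all screened compounds plus 3 SD, cut at about 10% in these data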;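 further: 0% = DMSO wells and 100% = sodium butyrate wells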
Numbers without * were called inactive; . = not tested or not shown.

Order of results – hcDAF12 agonist	ADAM10 inh	DAX1 inh-1	sPLA2-III inh	ADAM17 inh	hgDAF-12 ag	PLCb3 inh	PLCg1 inh	ssDAF12 agonist	GAA850 FXN act	DAX1 inh-2
> O=C(CC1Nc2ccccc2NC1=O)Nc1ccc2c(c1)OCO2 (centres undefined)
 : 1.3	-13	0.4	-22	-4	7.6	-4	-1	0.4	2.7	1.2
> Cc1cc(NC(=O)CN2C(=O)NC(C)(c3ccc(Cl)cc3)C2=O)no1 (centres undefined)
 : 1.8	2	1.0	-4	2	-0.6	-4	3	-1.1	1.2	1.4
> O=C(CSc1nc(Cc2ccccc2)nc2ccccc12)Nc1ccc2c(c1)OCCO2
 : -2.9	2	-0.1	-3	0	-1.5	3	3	-0.9	1.1	-0.8
> NC(=O)c1c(NC(=O)Cc2ccccc2)sc2c1CCN(Cc1ccccc1)C2
 : -3.9	-91	-1.9	-12	-22	-7.0	-16	-10	-1.2	0.0	-1.3
> CN(Cc1ccccc1)C(=O)c1ccccc1NC(=O)C1=CSCCO1
 : -2.1	-4	-2.7	5	-1	-1.9	-8	4	-0.9	0.8	0.2
> COc1ccc(Cc2nc3ccc(C(=O)N(C)CCc4cnn(C)c4)cc3o2)cc1OC
 : -2.5	-1	-4.1	-4	-2	-2.2	-3	-1	-1.4	1.7	-1.0
> CCC(C)[C@H]1COCCS(=O)(=O)N1Cc1ccccc1 (some centres undefined)
 : 0.1	0	0.5	-1	-2	-0.1	2	-1	-1.2	-1.4	1.6
> Cc1c(O)ccc(/C(Cc2ccc3ccccc3n2)=N\O)c1O
 : 5.0	3	2.2	-63	2	6.2	2	3	-0.8	1.0	-0.7
> COc1cc(NC(=O)CCCl)cc(-n2cnnn2)c1
 : -2.0	-4	0.9	1	-3	-2.1	1	-2	-1.6	0.0	-0.7
> COc1cccc(C(C(=O)NC2CCCCC2)N(C(=O)CNC(=O)c2ccco2)c2cccnc2)c1 (centres undefined)
 : -1.4	11	-0.1	0	0	-0.3	-3	2	-1.2	0.2	-0.7
> CN(CCCNC(=O)C1CCC(=O)N1Cc1ccccc1Cl)c1ccccc1 (centres undefined)
 : -1.4	-3	-0.4	-3	-6	-0.7	2	2	-1.9	1.9	0.5
> C/C(=N\NC(=O)c1ccc2c(c1)OCO2)c1ccc(NS(C)(=O)=O)cc1
 : 0.6	3	-0.5	-5	-1	7.6	-5	2	-1.1	0.0	-0.1
> Cc1ccc(S(=O)(=O)N2CCN(C(=O)c3cccs3)CC2)c(C)c1
 : -0.9	-4	-0.3	-10	-2	1.7	2	3	-1.1	1.3	.
> COc1ccccc1NC(=O)COC(=O)/C=C/c1ccccc1[N+](=O)[O-]
 : 1.9	5	-0.5	-6	0	-2.4	2	0	-0.3	1.6	0.1
> C=CCN1C(=O)[C@@H](CC(=O)NCCCOC)[C@]2(C(=O)OC)CCCCC=C12
 : 0.4	0	0.6	1	2	4.3	-1	2	0.1	.	.
> CCCCOC(=O)CSC(=S)N(C)Cc1cccs1
 : 2.3	-1	-0.5	-2	-1	1.0	-2	-5	-1.1	1.8	0.7
> CCOC(=O)c1sc(NC(=O)c2cccnc2)nc1C
 : 5.9*	-3	-0.1	1	-3	1.2	1	2	-0.6	2.1	1.7
> N#Cc1c(SCc2cccc(Cl)c2)sc(C(=O)c2ccccc2)c1N
 : -1.1	0	-1.4	-20	1	1.1	-26	-21	-1.4	3.1	-0.1
> COC(=O)c1ccccc1NC(=O)COC(=O)/C=C/c1cccs1
 : 0.7	-1	0.0	0	-3	-1.3	4	1	-1.2	2.3	-0.8
> O=C(c1ccc2c(c1)C(=O)N(Cc1ccncc1)C2=O)N1CCN(S(=O)(=O)c2ccc(OC(F)(F)F)cc2)CC1
 : -0.7	-8	0.2	1	0	-0.7	-3	2	-0.9	0.9	0.7
> CCOc1ccc(C(F)(F)F)cc1NC(C)=O
 : 1.1	9	0.2	1	3	2.2	3	3	-0.8	-1.0	1.0
> O=C1C(=C(c2ccccc2)N2CCOCC2)Cc2ccccc21
 : 1.0	10	-4.9	-9	1	-12	7	1	-1.1	-1.5	-4.4
> CC(Oc1ccccc1)C(=O)NN1Cc2ccccc2C1=N (centres undefined)
 : -1.3	-7	-0.5	1	-2	0.8	1	1	-1.3	2.0	-0.6
> C[C@H](NC(=O)[C@@H]1CCCN1C(=O)[C@@H]1CCCN1)c1ccccc1
 : -0.1	-6	0.0	15	-2	-2.0	-1	2	-0.4	.	.
> CC(C)CNS(=O)(=O)c1ccc(OCC(=O)NCc2ccco2)cc1
 : 5.5	1	-0.5	-2	-3	1.4	1	1	-0.9	2.2	1.2
> CCOC(=O)/C(C#N)=C1/C=CNC(=O)N1
 : -1.4	-5	-0.6	2	-2	2.8	-57	-38	-1.3	-1.8	0.1
> C[C@H]1COc2cccc(N3CCC[C@H]3CO)c2S(=O)(=O)N1
 : -0.1	-3	3.6	7	-1	0.2	0	2	-1.1	.	.
> Cn1cccc1Cc1nnc(SCC(=O)Nc2nccs2)n1C
 : 0.3	-2	0.1	1	-3	-1.7	-14	-5	-1.0	-0.2	0.8
> CC1(c2cccc(Br)c2)NC(=O)N(CC(=O)c2ccc3c(c2)OCCO3)C1=O (centres undefined)
 : -1.2	0	-1.3	-9	0	-1.2	-10	-1	-1.4	2.0	-0.1
> CN=C(Nc1cc(C)nn1CCC#N)c1ccc(F)cc1
 : -1.0	-10	0.3	1	-1	-0.1	5	3	-1.4	0.2	0.7

A different layout for part of the listing above.
mol	hcDAF12 agonist	ADAM10 inh	DAX1 inh-1	sPLA2-III inh	ADAM17 inh	hgDAF-12 ag	PLCb3 inh	PLCg1 inh	ssDAF12 agonist	GAA850 FXN act	DAX1 inh-2
Cc1ccc(S(=O)(=O)N2CCN(C(=O)c3cccs3)CC2)c(C)c1	-0.9	-4	-0.3	-10	-2	1.7	2	3	-1.1	1.3	.
COc1ccccc1NC(=O)COC(=O)/C=C/c1ccccc1[N+](=O)[O-]	1.9	5	-0.5	-6	0	-2.4	2	0	-0.3	1.6	0.1
C=CCN1C(=O)[C@@H](CC(=O)NCCCOC)[C@]2(C(=O)OC)CCCCC=C12	0.4	0	0.6	1	2	4.3	-1	2	0.1	.	.

Later entries.
Order of results – hcDAF12 agonist	ADAM10 inh	DAX1 inh-1	sPLA2-III inh	ADAM17 inh	hgDAF-12 ag	PLCb3 inh	PLCg1 inh	ssDAF12 agonist	GAA850 FXN act	DAX1 inh-2
> CCN(C(=O)COC(=O)c1ccc2[nH]c(C)c(C)c2c1)c1c(N)n(Cc2ccccc2)c(=O)[nH]c1=O
 : 0.7	-8	0.4	-14	-4	1.4	-17	-10	-1.0	-1.4	-0.2
> CN(C)C(CNS(=O)(=O)c1cc([N+](=O)[O-])ccc1Cl)c1ccco1 (centres undefined)
 : -1.2	-8	-0.6	-4	-2	3.5	-3	-3	-1.0	1.8	1.2
> CN(C)C(=C(C#N)C#N)N1CCN(c2ccc(Cl)cc2)CC1
 : -1.9	-3	-0.5	2	-6	0.4	0	-1	-0.8	-0.8	-0.2
> CC(=O)N1CCN(c2ccc(NC(=O)c3ccccc3C)cc2)CC1
 : -2.3	-3	0.4	3	-1	0.6	-3	-2	-1.3	1.4	-1.2
> CCc1nc2ccc(C(=O)N3CCN(C(=O)c4ccco4)CC3)cn2c1N(C=O)Cc1ccc(OC)cc1
 : -0.7	-21	0.6	15	-4	-2.1	-11	-11	-1.1	1.0	.
> Fc1ccccc1-n1cn[nH]c1=S
 : 0.2	2	0.9	7	-2	4.2	3	0	-0.3	2.4	2.2
> CCCn1c(=O)c(C(=O)NCc2ccccc2)c(O)c2ccccc21
 : 0.3	0	-0.3	-5	-1	-0.9	-5	-4	-0.7	-0.1	-0.7
> CC(=O)c1ccc(N2CCN(S(=O)(=O)c3cc4c(cc3C)NC(=O)CO4)CC2)cc1
 : -2.3	-1	-1.1	8	-5	-2.0	-14	-3	-1.3	1.1	-0.2
> CCc1ccc(NC(=O)c2c(Cl)nc(C)c(Cl)c2C)cc1
 : 0.8	-10	-0.6	18	-2	-3.3	1	-2	-1.8	-0.1	-1.4
> COc1cccc(C(=O)N2CCN(Cc3ccccn3)CC2)c1OC
 : -0.4	-3	-0.7	3	-2	2.0	1	3	-0.6	0.2	0.6
> Cc1cccc(C)c1NC1=C(Cl)C(=O)OC1OC(C)C (centres undefined)
 : -2.1	-2	0.2	3	-1	-2.5	1	1	-0.9	3.6	-0.3
> COc1ccc(C(=O)NCc2nnc(SCCOc3ccccc3)n2C)cc1
 : -0.3	12	-0.6	5	-1	0.1	0	4	-1.5	-1.2	-0.3
> COc1ccc(NC(=O)Nc2cccc3c2O[C@H](CN(C)S(=O)(=O)c2cn(C)cn2)[C@@H](C)CN([C@H](C)CO)C3=O)cc1
 : -1.1	0	1.1	5	-1	-1.4	2	1	-0.8	-0.8	-0.8
> CCOc1cc(-c2noc(CCC(=O)NC3CCCCC3)n2)ccc1OC
 : -2.3	0	1.0	-2	1	-0.8	-3	-1	-0.6	-0.7	0.2
> O=C(Nc1cccnc1)c1ccc(Br)s1
 : 0.3	2	-4.1	3	-5	0.8	-3	-1	-1.3	0.7	-0.8
> CC(=O)Nc1ccc(S(=O)(=O)NCCC(=O)OCCN2C(=O)c3ccccc3C2=O)cc1
 : 0.6	6	-0.2	-3	2	1.1	2	-1	-1.4	-1.3	0.2

2 compounds from above with just ssDAF12 agonist, hgDAF-12 ag and ADAM10 inh:
structure,ssDAF12 agonist,hgDAF-12 ag,ADAM10 inh
Fc1ccccc1-n1cn[nH]c1=S,-0.3,4.2,2
CCCn1c(=O)c(C(=O)NCc2ccccc2)c(O)c2ccccc21,-0.7,-0.9,0

Screening data deposited in PubChem by The Scripps Research Institute Molecular Screening Center.

Hits appear at their usual frequency; any-hit rate near 6.9%.
